Source: PubChem
Rat MKP-3 inhibitors: MKP-3 phosphatase inhibitors, primary screen, biochemical, rat enzyme, in vitro (AID 425); recombinant MKP-3 phosphatase activity, fluorescence; higher % means a stronger effect; one-dose inhibition, % at 20 µM; IC50 in µM for titrated hits; hit rate 0.17% among 110,000; in the data active = inhibition above about 50%;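 note: plate controls were vehicle for no effect and reference inhibitor for full effect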
Hsp70 inhibitors: Hsp70 inhibitors, probe displacement, primary screen, biochemical, fluorescence polarization (AID 583); Heat shock 70 kDa protein 1A (Homo sapiens); Hsp70 fluorescence polarization probe displacement, mP; higher % means a stronger effect; displacement, % at 20 µM, or IC50 in µM where a hit was titrated; hit rate 0.06% among 140,000; in the data active = displacement above about 50%;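 note: plate controls were vehicle for no effect and reference ligand for full effect; a part of the inactive calls stands beside numbers as strong as those of hits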
Starred values were filed as active, the others as inactive; nt = no result given; & = joins results of further samples. The list is partial. The share of hits here may be higher or lower than overall.

A first look, two compounds:
SMILES	Rat MKP-3 inhibitors	Hsp70 inhibitors
CCOC(=O)c1c(C)c(C(=O)O)n(C)c1C	-10%	-1.2%
COC(=O)c1ccccc1S(=O)(=O)N(Cc1cc2cc3c(cc2[nH]c1=O)OCO3)C1CCCCC1	-7%	5.2%

This part in full, from the first entry:
SMILES	Rat MKP-3 inhibitors	Hsp70 inhibitors
CCOC(=O)c1c(C)c(C(=O)O)n(C)c1C	-10%	-1.2%
COC(=O)c1ccccc1S(=O)(=O)N(Cc1cc2cc3c(cc2[nH]c1=O)OCO3)C1CCCCC1	-7%	5.2%
Cc1cc(=O)n(C)c(=O)n1CC(=O)N1CCCCCC1	2%	-1.4%
Cc1ccc(C)c(NC(=S)NC(NC(=O)c2ccccc2F)C(Cl)(Cl)Cl)c1 (configuration not stated)	2%	0.0%
Nc1nc(SCC(=O)NCCCO)nc2sc3c(c12)CCC3	-3%	-2.0%
O=S(=O)(NCc1cccnc1)c1cccc2cccnc12	4%	-0.4%
CC(=O)Nc1cccc(N(C)S(C)(=O)=O)c1	-11%	-0.9%
Clc1ccc(CSc2nnc(-c3c[nH]c4ccccc34)o2)cc1	nt	1.5%
Cc1cccc(-c2nc3c(c(SCC(N)=O)n2)CCCC3)c1	nt	-4.5%
Cc1ccc(C(C(=O)NC(C)(C)C)N(Cc2ccco2)C(=O)Cn2nnc(-c3cccs3)n2)cc1 (configuration not stated)	nt	10%
CC(Cc1cccs1)NC(=O)Nc1ccccc1 (configuration not stated)	-10%	-7.9%
COc1ccc(Nc2cc(C(=O)NCCCN3CCOCC3)c3ccccc3n2)cc1OC	nt	2.5%
CCCCCn1c(-c2ccco2)nc2nc3ccccc3nc21	-7%	-3.4%
CCOc1ccc(/C=C2/C(=O)NC(=O)N(c3ccc(OCC)cc3)C2=O)cc1	-4%	-1.4%
COc1ccc(-c2csc(=Nc3c(C)n(C)n(-c4ccccc4)c3=O)n2C(C)(C)C)cc1	nt	-4.3%
CCOC(=O)c1cccc(NC(=O)CSc2nnnn2CC)c1	-3%	4.2%
Fc1cnc(N2CCOCC2)nc1N1CCN(c2ccccc2)CC1	-2%	0.3%
COc1ccc(-n2c(O)c(Cc3ccccc3)c(=O)n3nc(-c4ccccc4)c(=O)cc23)cc1	nt	4.9%
O=C1CSC(c2ccc(Cl)cc2)N1 (configuration not stated)	0%	2.4%
CCOc1ccc(-c2n[nH]c(=S)o2)cc1	-1%	-1.3%
Cc1cc(C)c(C#N)c(SCC(=O)Nc2ccc([N+](=O)[O-])cc2)n1	3%	-5.1%
Nc1nc(-c2ccc3c(c2)OCCO3)cs1	2%	-2.4%
O=C(Nc1ccccc1)N1CCn2c(nc3ccccc32)C1	11%	1.4%
C#CCn1cnc2c(cnn2-c2ccc(C)c(C)c2)c1=O	5%	nt
COc1ccc(CCNc2oc(-c3ccc(OC)c(OC)c3)nc2C#N)cc1	-5%	6.7%
Following part:
SMILES	Rat MKP-3 inhibitors	Hsp70 inhibitors
CCC(C)OC(=O)C1=C(C)NC2=C(C(=O)CCC2)C1c1cccs1 (configuration not stated)	4%	-1.4%
O=C(CSCc1ccccc1)Nc1ccc2c(c1)C(=O)N(c1ccccc1)C2=O	2%	-1.6%
O=C1CSc2ccc([N+](=O)[O-])cc2N1Cc1ccccc1F	4%	-1.7%
c1ccc(N=P(N2CCOCC2)(N2CCOCC2)N2CCOCC2)cc1	-13%	4.8%
O=C(CN1C(=O)C2CCCCN2C(=O)c2ccccc21)N1CCCc2ccccc21 (configuration not stated)	-8%	-2.2%
O=C(N/N=C(/c1ccccc1)C(F)(F)F)c1ccncc1	1%	-5.7%
CCOc1ccc(N(CC(=O)N[C@@H]2C[C@H]3CC[C@@H]2C3)S(=O)(=O)c2ccc(SC)cc2)cc1	-3%	-2.1%
Cc1onc(-c2ccccc2Cl)c1C(=O)N1CCC(C(O)(c2ccccc2)c2ccccc2)CC1	4%	5.8%
Cc1cccc(NC(=O)c2cc3c(n(-c4ccccc4)c2=O)CCCC3=O)n1	5%	6.9%
O=c1[nH]c(-c2cccs2)nc2ccccc12	-12%	2.8%
C=CCn1c(SCC(=O)c2cc(C)n(CC3CCCO3)c2C)nnc1-c1ccccc1 (configuration not stated)	-17%	2.9%
COc1ccc(NC(=O)CN(c2ccc(Br)cc2)S(C)(=O)=O)c(OC)c1	-4%	2.0%
CCN(CC)S(=O)(=O)c1cccc(-c2nnc(C(=O)c3ccc(C(F)(F)F)cc3)o2)c1	7%	-1.7%
Cc1cc(C)cc(OCC(O)CNC(C)(C)C)c1 (configuration not stated)	4%	6.7%
COc1ccccc1NC(=O)Cn1cnc2c1c(=O)n(C)c(=O)n2C	-11%	1.8%
COCc1cc(C)nc(N2CCCCC2)c1C#N	nt	-1.3%
COc1ccc(Cl)cc1S(=O)(=O)n1nnc2ccccc21	-6%	0.6%
Cc1nc(SCc2ccccc2C)n[nH]1	-8%	1.4%
COc1ccc(S(=O)(=O)N2CCC(C(=O)O)CC2)cc1C(=O)O	3%	-1.3%
Cc1nc2c(C(=O)NCc3ccco3)cnn2c(C)c1Cc1ccc(F)cc1Cl	6%	-4.5%
Cc1nc(-c2cccc(S(=O)(=O)N3CCOCC3)c2)cs1	-6%	1.7%
Cc1ccccc1CN(c1ccc(C(N)=O)cc1)S(C)(=O)=O	-6%	-0.2%
C=CCOc1ccccc1/C=N/N=C(N)N	2%	2.4%
CCOC(=O)c1cnn2c(C)cc(-c3ccc(F)cc3)nc12	-8%&-2%	-0.9%&-0.6%
COc1ccc(NC(=O)CSc2nc3ccccc3o2)c(OC)c1	0%	4.0%

Ordered by value in Rat MKP-3 inhibitors (ascending): 6 from the list above
SMILES	Rat MKP-3 inhibitors	Hsp70 inhibitors
O=c1[nH]c(-c2cccs2)nc2ccccc12	-12%	2.8%
O=C(CN1C(=O)C2CCCCN2C(=O)c2ccccc21)N1CCCc2ccccc21 (configuration not stated)	-8%	-2.2%
COC(=O)c1ccccc1S(=O)(=O)N(Cc1cc2cc3c(cc2[nH]c1=O)OCO3)C1CCCCC1	-7%	5.2%
CCOC(=O)c1cccc(NC(=O)CSc2nnnn2CC)c1	-3%	4.2%
COc1ccc(S(=O)(=O)N2CCC(C(=O)O)CC2)cc1C(=O)O	3%	-1.3%
Cc1cc(C)cc(OCC(O)CNC(C)(C)C)c1 (configuration not stated)	4%	6.7%

Next structures follow.
SMILES	Rat MKP-3 inhibitors	Hsp70 inhibitors
O=C1CC(c2ccccc2)CC2=C1C(c1cccc(C(F)(F)F)c1)Nc1ccccc1N2 (configuration not stated)	3%	6.6%
Cc1cccc(NC(=O)CC2S/C(=N\N=C\c3cccs3)NC2=O)c1C (configuration not stated)	-1%	6.8%
Cc1noc(C)c1C(=O)OCC(=O)NCCC1=CCCCC1	-6%	-1.9%
Cn1c(CN2CCCCC2)nc2cc(NC(=O)c3cccs3)ccc21	-6%	0.8%
O=c1n(CCCN2CCN(c3cccc(Cl)c3)CC2)nc2ccccn12	5%	6.3%
CCCc1cc(C(=O)NCc2ccccc2)no1	-6%	2.7%
O=C1Nc2cc(C(=O)N3CCOCC3)ccc2SC1N1CCOCC1 (configuration not stated)	-4%	2.7%
Cn1c(=S)n(/N=C/c2ccc3c(c2)OCO3)c2ccccc21	-2%	7.3%
O=C(Cc1ccccc1)NCc1ccc(Cl)cc1	1%	1.2%
O=C(O)c1cc(NC(=O)c2cccc(Br)c2)cc(C(=O)O)c1	4%	-1.8%
Cc1c(Cc2ccccc2)sc(N)c1C(N)=O	-6%	-4.0%
C=CC(O)(C#CCN(CC)CC)c1ccccc1 (configuration not stated)	-6%	-2.2%
CCN(CC)C(=O)c1cnn(-c2ccccc2)c1NC(=O)c1ccccc1Cl	0%	-1.4%
CCCCSC1=C(C#N)C(c2ccccc2C)CC(=O)N1 (configuration not stated)	6%	nt
C=CCn1c(-c2ccc(N)cc2)nc2ccccc21	0%	1.3%
Cc1cc(N2CCOCC2)nc2cc(O)ccc12	0%	1.8%
Cc1c(Cl)cccc1NC(=O)Cn1cccc1	-3%	-0.5%
Cc1ccccc1C(=O)Nc1ccc(-c2nc3ccccc3[nH]2)cc1	2%	1.0%
CCc1ccc(CCC(=O)Nc2sc3c(c2C#N)CCCC3)o1	-7%	nt
CCn1c(NC)cc(=O)n(C)c1=O	nt	-1.8%
Cc1cc(C(=O)N2CC(C)CC(C)C2)n(-c2ccccc2)n1 (configuration not stated)	0%	-0.7%
Cc1cc(C)c(S(=O)(=O)NCCCN2CCOCC2)cc1Br	-3%	-5.7%
O=C(CSc1nnc(Nc2ccccc2F)s1)NCc1ccco1	0%	6.9%
Cc1cccc(-n2ncc3c(N(C)C4CCCCC4)ncnc32)c1	-4%	nt
O=C(O)CNS(=O)(=O)c1cc(Cl)c(Cl)cc1Cl	-12%	-1.1%
The list continues:
SMILES	Rat MKP-3 inhibitors	Hsp70 inhibitors
CCN(C(=O)c1cc2cc(Cl)cc(Cl)c2oc1=O)c1ccccc1	-2%	-1.9%
O=C(O)CCC(=O)N1N=C(c2ccc(Br)cc2)CC1c1ccccc1 (configuration not stated)	0%	1.0%
CCOc1ccc(NC(=O)C(C)C)c([N+](=O)[O-])c1	2%	-1.7%
COc1cc2c(cc1OC)-c1nnc(-c3ccc(Br)cc3)n1C(C)(C)C2	0%	-0.7%
CCN1CCN(CCCNC(=O)c2ccc3c(c2)NC(=O)c2ccccc2S3)CC1	-7%	-0.2%
CSCCC(C(=O)Nc1ccc2c(c1)OCO2)N1C(=O)c2ccccc2C1=O (configuration not stated)	4%	-3.6%
CC(=O)N1CCc2cc(S(=O)(=O)N3CCc4ccccc4C3)ccc21	3%	nt
COc1cc(C=O)ccc1OCCOc1ccc(C)c(C)c1	1%	-1.4%
CCOC(=O)/C(=C\Nc1ccccc1C(F)(F)F)Sc1ncc(C(F)(F)F)cc1Cl	nt	3.9%
CCOC(=O)C1=C(CNCc2ccc(C)cc2)NC(=O)NC1c1ccc(OC)cc1 (configuration not stated)	6%	1.2%
COc1ccc(OC2OC3COC(C)(C)OC3C(O)C2NC(C)=O)cc1 (configuration not stated)	nt	1.2%
O=C(c1cc2c(s1)CCCC2)n1cccn1	-16%	1.3%
CCOC(=O)c1c(C)[nH]c(C(=O)CN2C(=O)NC(C)(c3ccc(C)cc3)C2=O)c1C (configuration not stated)	9%	3.5%
CC(C)N=C(NC#N)SCC(=O)NC(C)(C)C	-10%	-2.8%
O=C1C=C(NCCN2CCOCC2)CC(c2ccccc2)C1 (configuration not stated)	0%	1.9%
CCSc1nnc(NC(=O)Cc2ccc(OC)cc2)s1	nt	1.2%
COc1cccc(C(=O)N2CCN(Cc3ccccc3C(F)(F)F)CC2)c1	7%	-5.7%
O=C(c1ccccc1)N1CCCCC(S(=O)(=O)c2ccccc2)C1=O (configuration not stated)	-4%	2.9%
Cc1ncc(CSc2nnnn2-c2ccccc2)c(N)n1	3%	-3.9%
Cc1cc(NCCCN2CCOCC2)n2nc(C)c(-c3ccccc3)c2n1	1%	-3.3%
COC(=O)c1ccccc1NC(=O)NCC1CCCO1 (configuration not stated)	-6%	5.4%
CCCC(CCC(=O)Nc1ccc(C(=O)OC)cc1)C(=O)O (configuration not stated)	-6%	-1.0%
CCNc1nc(NC(C)C)nc(Oc2ccc(/C=N/O)cc2)n1	nt	2.6%
O=C(COc1ccc(Cl)cc1Br)NCc1ccccn1	1%	-2.3%
Cc1nc2ccccc2n1CC(O)Cn1c(C(F)(F)F)nc2ccccc21 (configuration not stated)	10%	-0.6%
Next results.
SMILES	Rat MKP-3 inhibitors	Hsp70 inhibitors
CCCCCCCc1nc2ccccc2[nH]1	-1%	2.2%
O=C1C2C3C=CC(C3)C2C(=O)N1c1ccc2c(c1)OCO2 (configuration not stated)	-4%	-1.7%
CCOCCn1c(CN(Cc2ccccc2)Cc2ccccc2)nc2c1c(=O)[nH]c(=O)n2C	-4%	-1.4%
COC(=O)C1=C(C(=O)OC)SC(=C2C(=S)C(C)(C)N(C(=O)c3cccc(C)c3)c3ccc(OC)cc32)S1	5%	-1.9%
O=C(CSCc1ccco1)c1cccs1	-2%	-3.7%
CCOC(=O)C(Cc1ccccc1)NC(C)=O (configuration not stated)	nt	0.9%
COc1cccc(Nc2ncc(C(=O)O)c3ccccc23)c1	2%	1.0%
CCCCCN1CC(O)=C(c2ccccc2)C1=N	nt	3.2%
CC(C)n1cc(NC(=O)c2cc(-c3ccccc3)on2)cn1	nt	9.2%
Cc1ccc(S(=O)(=O)NCCSC(C)(C)C)cc1	nt	-0.6%
COc1ccc(CC(=O)Nc2sc3c(c2C(=O)Nc2ccccc2OC)CCC3)cc1	4%	1.7%
Cc1ccc(C(=O)Nc2ccc(Cc3ccncc3)cc2)cc1C	4%	-2.1%
CCCCNC(=O)CNC(=O)c1cccs1	nt	0.9%
COC(=O)c1cc2ccsc2n1CC(=O)Nc1cc(Cl)ccc1OC	2%	-4.6%
CCCCN(C)CCNC(=O)Cn1ncc2c(=O)oc3ccc(C)cc3c21	5%	3.7%
CCC(=O)n1nc(-c2ccco2)nc1N	-6%	-1.7%
Cc1cc([N+](=O)[O-])ccc1N1C(=O)c2ccccc2C1=O	-2%	3.1%
CC(C)(C)NC(=O)C(=O)N/N=C/c1ccc(Cl)cc1	-4%	-3.8%
O=C(Cn1ncc2c(=O)oc3ccccc3c21)N1CCN(C(=O)c2ccco2)CC1	-3%	0.0%
O=C(/C=C/c1ccc([N+](=O)[O-])o1)c1ccc(-c2ccccc2)cc1	10%	-7.9%
CC(=O)NCCn1c(SCc2cc(=O)n3cc(Cl)ccc3n2)nc2ccccc2c1=O	7%	3.2%

4 entries from above, sorted by SMILES length, rising.
SMILES	Rat MKP-3 inhibitors	Hsp70 inhibitors
CCOC(=O)C(Cc1ccccc1)NC(C)=O (configuration not stated)	nt	0.9%
CCCCCN1CC(O)=C(c2ccccc2)C1=N	nt	3.2%
COC(=O)c1cc2ccsc2n1CC(=O)Nc1cc(Cl)ccc1OC	2%	-4.6%
O=C(/C=C/c1ccc([N+](=O)[O-])o1)c1ccc(-c2ccccc2)cc1	10%	-7.9%
